FEN1 inh = inhibitors of human flap endonuclease 1; P39748; Recombinant FEN1 flap cleavage, fluorescence, 15 min; Potency, µM (series often up to 114 µM), without a hit: at the top dose activity change, negative = inhibition, hits mostly inhibitors; 390,000 compounds, 0.35% hits; AID 588795; further: nearly all actives have a fitted effect of over 65% in size
Target sequence (P39748 whole entry, looked up): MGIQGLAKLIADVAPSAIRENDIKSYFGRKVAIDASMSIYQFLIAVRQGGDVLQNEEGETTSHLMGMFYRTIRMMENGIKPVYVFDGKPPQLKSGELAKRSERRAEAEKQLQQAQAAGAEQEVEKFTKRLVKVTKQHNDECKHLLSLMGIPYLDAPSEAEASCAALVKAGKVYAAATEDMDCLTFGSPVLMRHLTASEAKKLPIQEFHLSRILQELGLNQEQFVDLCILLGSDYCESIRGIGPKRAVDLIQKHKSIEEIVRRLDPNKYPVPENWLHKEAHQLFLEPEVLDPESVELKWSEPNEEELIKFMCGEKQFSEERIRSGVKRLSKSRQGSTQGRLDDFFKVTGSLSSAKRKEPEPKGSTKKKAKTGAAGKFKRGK
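Concentration–response screening of FEN1 (10 nM): 15 min compound preincubation at room temperature, reaction started with 50 nM substrate and read at 0 and 15 min. Corrected, normalized data were fitted by a four-parameter Hill equation.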
TDP1 cell CPT = DT40-hTDP1 cell growth loss with CPT | chicken DT40 Tdp1-/-;hTDP1 cells + 20 nM CPT, ATP luminescence, 48 h | Potency, µM (top dose mostly 46.2 µM), for inactives: at the top dose activity change, negative = growth inhibition, usual class: inhibitors | 420,000 compounds, 12% hits | AID 686979; further: nearly all actives have a fitted effect of over 55% in size
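Cell growth measured by CellTiter-Glo luminescence after a minimum 48 h, 37 C compound exposure with 20 nM CPT in Tdp1-knockout DT40 cells stably expressing hTDP1, seeded 400/well; qHTS titration format.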
GCN5L2 inh = inhibitors of human GCN5L2 histone acetyltransferase; 390,000 compounds, 0.21% hits; AID 504327; Potency, µM (highest dose often 58.9 µM), for the others: top-dose activity change, negative = inhibition, hits mostly inhibitors; GCN5L2 HAT assay, ThioGlo1 CoA-SH fluorescence
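Preincubate 20nM GCN5L2 with compound 15 min, RT → add 50uM ThioGlo1 + 75uM H3(1-25) + 70uM acetyl-CoA → read fluorescence 0 and 20 min. Primary qHTS; fluorescent artifacts likely.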
Starred values were filed as active, the others as inactive; ? = inconclusive; / = not tested or not shown; & = joins results of further samples; ! = repeats disagree. The call rests on the fitted dose curve; in most records, active means well fitted curve in the direction sought with a large enough effect; inconclusive means small, poorly fitted or top-dose-only effect, or another doubt; inactive means no such curve, though single readings can be large; an effect the other way counts as inactive or inconclusive. On the % scale 0 is the no-effect control and ±100 the full control effect; potency means the concentration at half of the fitted maximal effect. These rows are one share of the data; the hit share may differ from the screen's.

SMILES | FEN1 inh | TDP1 cell CPT | GCN5L2 inh
N#Cc1cccc(NC(=O)CCn2ccnc2)c1 | -8% | -19% | -3%
CCOC(=O)c1oc2cc(O)ccc2c(=O)c1-c1csc(C)n1 | 2% | -17% | -3%
CC(CNC(=O)C(C)C)NC(=O)C(C)C (stereo unspecified) | 3% | 8% | -6%
COc1ccccc1NC(=O)NNC(=O)c1cc2ccccc2cc1O | 0% | -12% | -12%
CC(CCn1cccn1)NC(=O)CCc1nnc(CCc2ccccc2)o1 (stereo unspecified) | 5% | 16% | 0%
CCCN(CC(=O)Nc1ccccc1OC)C(C)C(=O)NC(C)CCc1ccccc1 (stereo unspecified) | -2% | ? | -6%
O=C1CSCc2nc3ccccc3n21 | 6% | -3% | /
Cc1cccc(NS(=O)(=O)c2ccc(C3CCCCC3)cc2)c1 | ? | 21µM* | -2%
O=C(OCCN1CCCCC1)c1cccc(F)c1 | 23% | -1% | -17%
COc1ccc(S(=O)(=O)N(C)C)cc1NC(=O)Cc1ccc(S(=O)(=O)N2CCOCC2)s1 | -1% | 13µM* | 1%
CC(Oc1ccc(Cl)cc1)C(=O)Nc1sccc1C(N)=O (stereo unspecified) | -1% | ? | -9%
O=C(CSc1nnc2c(n1)[nH]c1ccccc12)NCc1ccccc1F | 0% | 0% | -2%
Cc1cccc(NC(=O)CN2CCN(C(=O)CN3C(=O)NC4(CCCCC4C)C3=O)CC2)c1C (stereo unspecified) | -3% | ? | /
CCCCCn1c(=O)[nH]c2cc(C(=O)NCCN(CC)CC)ccc2c1=O | 4% | 9.2µM* | 0%
CNC(=S)NC1CC2CCC(C1)N2Cc1ccccc1 (stereo unspecified) | -3% | -4% | -3%
COc1ccc(N2CCOCC2)c(NC(=O)COc2cccc(C)c2C)c1 | -19% | ? | -25%
Cc1nc2ccn(Cc3cccs3)c(=O)c2cc1C(=O)N1CCN(c2ccccc2F)CC1 | -13% | ? | -7%
CCN1CCc2nc3sc(C(=O)c4ccccc4)c(N)c3cc2C1 | -15% | 2.6µM* | -5%
Cc1n[nH]c(C)c1S(=O)(=O)N(CC(=O)NC1CCCC1)c1ccc(C(C)C)cc1 | -16% | -21% | -5%
O=C1Nc2ccccc2C(O)(C(=O)NCc2ccco2)N1c1ccc(Cl)cc1 (stereo unspecified) | -3% | -24% | 1%
COc1ccccc1CNS(=O)(=O)c1c(C(=O)N2CCCC2)c(C)n(C)c1C | 5% | 3% | -6%
COc1ccc(C2NC(=O)NC(C)=C2[N+](=O)[O-])cc1 (stereo unspecified) | -4% | 1% | 0%
O=C(Cn1c(NCCO)nc2ccccc21)c1ccc(F)cc1 | 27% | -13% | -20%
COc1ccccc1CNc1ncncc1-c1cccc(C#N)c1 | / | -16% | -3%
Cc1sc2nc(C3CC3)nc(N3CCN(C(=O)c4ccc(F)cc4)CC3)c2c1C | 4% | ? | -11%

For convenience, 3 of the compounds above.
SMILES | FEN1 inh | TDP1 cell CPT | GCN5L2 inh
O=C(Cn1c(NCCO)nc2ccccc21)c1ccc(F)cc1 | 27% | -13% | -20%
COc1ccccc1CNc1ncncc1-c1cccc(C#N)c1 | / | -16% | -3%
Cc1sc2nc(C3CC3)nc(N3CCN(C(=O)c4ccc(F)cc4)CC3)c2c1C | 4% | ? | -11%

Going on with the list:
SMILES | FEN1 inh | TDP1 cell CPT | GCN5L2 inh
CC(=O)Nc1ccc(C(=O)Nc2ccc3c(c2)N(C2CCCC2)C(=O)c2ccccc2S3)cc1 | -10% | 21µM* | -1%
CC(C)Oc1ccc(S(=O)(=O)N2CCCCC2)cc1NC(=O)C1=COCCO1 | -21% | ? | -5%
O=C(Nc1ccccc1[N+](=O)[O-])c1cccc(N2C(=O)CCC2=O)c1 | 3% | 8% | -7%
CCS(=O)(=O)C1=NSC2=NC(=O)/C(=C\c3ccc(OS(=O)(=O)c4ccccc4)cc3)C(=N)N21 | -20% | -11% | -29%
COc1ccc(N2CCN(CCNC(=O)C3CCN(S(=O)(=O)c4cccs4)CC3)CC2)cc1 | -15% | ? | -9%
Cc1noc(C)c1-c1nc(NCc2cccnc2)c2ccccc2n1 | / | ? | -8%
Cc1ccc2c(CC(=O)Nc3ccc(N4CCN(C)CC4)cc3C)coc2c1 | -1% | ? | -2%
O=C(NC(=S)Nc1cccc([N+](=O)[O-])c1)c1ccco1 | 7% | 3% | -2%
CC(=O)c1ccc(NC(=O)CNCc2cccs2)cc1 | -8% | 1% | -1%
CC(C)CCN(C(=O)C1=COCCO1)c1c(N)n(Cc2ccccc2)c(=O)[nH]c1=O | 8% | -3% | -5%
COc1ccc(C(=O)C2CCCN(Cc3c(O)cccc3OC)C2)cc1OC (stereo unspecified) | 10% | ? | 1%
COc1ccc([N+](=O)[O-])cc1NC(=O)CCC(=O)c1cccs1 | 0% | 3% | -12%
CC(OC(=O)CC1CC2CCC1C2)C(=O)Nc1ccc(C(N)=O)cc1 (stereo unspecified) | 9% | -3% | 0%
CC(OC(=O)c1n[nH]c2ccccc12)C(=O)Nc1ccccc1[N+](=O)[O-] (stereo unspecified) | -10% | ? | 0%
Cc1cccc(N(C(=O)c2snc(C(N)=O)c2N)C(C(=O)NC2CCCC2)c2ccncc2)c1 (stereo unspecified) | -7% | 0% | -5%
O=C(Cc1ccccc1)N(Cc1cccnc1)c1nc2c(F)cc(F)cc2s1 | -19% | ? | -9%
CCOC(=O)c1nnsc1-c1ccc(-c2snnc2C(=O)OCC)cc1 | 17% | -9% | -15%
COc1cc(OC)c(N(C)C(=O)c2cn(C)c(=O)c3cc(OC)c(OC)cc23)cc1Cl | -15%&17% | ? | -3%&3%
O=C(c1cccs1)N(c1ccc(Br)cc1)C1C=CS(=O)(=O)C1 (stereo unspecified) | 14% | ? | 0%
CC(C)n1cc(/C=C2/SC(=O)N(CC(=O)N3CCCC3)C2=O)c2ccccc21 | 10% | ? | ?
Cc1ccc(NS(=O)(=O)c2ccc(-n3cccn3)cc2)c(Br)c1 | 12% | 18µM*! | -1%
COc1ccc(NC(=O)C2CCCCN2S(=O)(=O)c2ccc(F)cc2)cc1 (stereo unspecified) | 1% | ? | -1%
CCc1nn(CC(=O)N2CCCCC2)c(=O)c2cc3occc3n12 | 6% | -13% | -1%
CC(=O)Nc1ccc(NC(=O)Cn2cnc3c(cnn3C(C)(C)C)c2=O)cc1 | 0% | -11% | -6%
O=C1C(Cc2ccccc2)Nc2ncnc(N3CCN(c4ccccc4)CC3)c2N1Cc1ccc(Cl)cc1 (stereo unspecified) | -1% | ? | -14%

Of the compounds above, 5 have an NH in an aromatic ring:
SMILES | FEN1 inh | TDP1 cell CPT | GCN5L2 inh
O=C(CSc1nnc2c(n1)[nH]c1ccccc12)NCc1ccccc1F | 0% | 0% | -2%
CCCCCn1c(=O)[nH]c2cc(C(=O)NCCN(CC)CC)ccc2c1=O | 4% | 9.2µM* | 0%
Cc1n[nH]c(C)c1S(=O)(=O)N(CC(=O)NC1CCCC1)c1ccc(C(C)C)cc1 | -16% | -21% | -5%
CC(C)CCN(C(=O)C1=COCCO1)c1c(N)n(Cc2ccccc2)c(=O)[nH]c1=O | 8% | -3% | -5%
CC(OC(=O)c1n[nH]c2ccccc12)C(=O)Nc1ccccc1[N+](=O)[O-] (stereo unspecified) | -10% | ? | 0%

The list goes on:
SMILES | FEN1 inh | TDP1 cell CPT | GCN5L2 inh
COc1cc(/C=C(\C#N)c2nc3ccccc3[nH]2)ccc1Oc1ccc([N+](=O)[O-])cn1 | -5% | 12µM* | -7%
COc1ccc(-n2nc(C(=O)N3CCN(c4ccccc4OC)CC3)c3c4ccccc4n(C)c3c2=O)cc1Cl | 2% | -19% | -2%
O=C1c2ccccc2N2C(=O)c3ccccc3C2N1Cc1ccco1 (stereo unspecified) | -14% | 23µM* | 1%
Cc1ccc(NC(=O)C2CCCN(c3ncnc4c3nc3n4CCCCC3)C2)c(Br)c1 (stereo unspecified) | -1% | 5.8µM* | -10%
COc1ccc(NC(=O)CN(C)S(=O)(=O)c2ccc(Br)s2)cc1OC | 11% | ? | -4%
COc1ccc(N2CCN(CCNC(=O)Nc3cc(Cl)ccc3Cl)CC2)cc1 | 0% | -7% | -11%
COc1ccc2[nH]cc(CCNC(=O)Cn3cc(C)c(=O)[nH]c3=O)c2c1 | -6% | 1% | /
COc1ccc(NC(=O)Cn2c(=O)n(CC3CCCO3)c(=O)c3cc(OC)c(OC)cc32)c(OC)c1 (stereo unspecified) | 17% | -12% | 0%
CCN(CC(=O)Nc1c(F)cccc1F)C(=O)CNC(=O)c1cccs1 | -2% | 0% | 3%
CCCCSc1nnc2nc(C)cc(C)n12 | -1% | -10% | -1%
COc1ccc(-n2c(=O)c3c(c4cc(OC)ccc4n3C)n(Cc3ccc(F)cc3Cl)c2=O)cc1 | -7% | -13% | ?
COC(=O)c1c(NC(=S)NNC(=O)c2ccc(Cl)s2)sc(C(=O)N(C)C)c1C | 16% | ? | -12%
Cn1nnnc1SCC(=O)N(C1CCCCC1)C1CCS(=O)(=O)C1 (stereo unspecified) | 4% | 7% | 0%
COc1cccc(/C=C/c2onc(C)c2S(=O)(=O)N2CCC(C(=O)N3CCC(C)CC3)CC2)c1 | -5% | ? | 1%
COCCSc1ccccc1C(=O)Nc1ccc(Cl)cc1 | 0% | ? | 4%
Cc1cccc(C)c1NC(=O)CS(=O)(=O)c1nc(-c2ccc(Cl)cc2)cn1-c1ccccc1 | -20% | 9.2µM* | 2%
Cc1nn(-c2ccccc2)c2nc(N)c(C#N)c(-c3ccc(F)cc3)c12 | 6% | 18µM* | -9%
Cc1cccc(-n2c3nc(=O)n(C)c(=O)c-3cc3c(C)nn(-c4ccccc4)c32)c1C | 21% | 7% | -5%
CCCn1c(=NC(=O)CCS(=O)(=O)c2ccccc2)sc2cc(S(N)(=O)=O)ccc21 | 26% | 21µM* | -2%
COc1cc(CC(=O)O)c([N+](=O)[O-])cc1OC | 16% | 1% | -2%
O=C(NC1CC1)c1cccc(S(=O)(=O)Nc2ccccc2F)c1 | 2% | 3% | -1%
CCNC(=O)C1CC(=O)N(c2ccc(OCC)cc2)C1 (stereo unspecified) | 2% | 6% | -8%
CCC1(C)Cc2ccccc2C(=O)N1 (stereo unspecified) | 21% | -1% | -4%
CCOc1cc(C2C3=C(CCCC3=O)NC3=C2C(=O)CCC3)ccc1OCCO | 2% | 13% | -4%
COc1ccccc1/C=C/C=N/NC(=O)c1ccco1 | -7% | ? | -1%

New compounds follow.
SMILES | FEN1 inh | TDP1 cell CPT | GCN5L2 inh
O=C(N/N=C/c1ccc(Cl)cc1)c1n[nH]c2c1CCCC2 | 5% | 0.58µM* | 5%
O=C(NCCc1nc(-c2ccccc2Cl)no1)c1ccccc1 | -12% | ? | /
O=C(Nc1cccc(C(F)(F)F)c1)N1CCN(C(=O)Nc2cccc(C(F)(F)F)c2)CC1 | 2% | -10% | -1%
CCOc1ccc(N(CC(=O)NC2CCCCC2)C(=O)CCC(=O)Nc2ccccn2)cc1 | 9% | -3% | -3%
CCOc1ccccc1-c1cc(C(=O)N/N=C/c2ccc3c(c2)OCO3)c2ccccc2n1 | -5% | 12µM* | -11%
C=CCN(CC=C)C(=S)NC(=O)c1ccc(OC)c(Br)c1 | -19% | 12µM* | -2%
Cc1cc(C(=O)N2CCN(c3cc(Cl)ccc3C)CC2)on1 | 16% | -4% | -14%
Cc1ccc(C(=O)NNC(=S)NCC2CCCO2)cc1[N+](=O)[O-] (stereo unspecified) | 4% | ? | -2%
CCCCn1c(-c2cccc(C)c2)nc2cc3[nH]c(=O)c(C(C)C)nc3cc21 | 6% | ? | -25%
CCOc1ccccc1N1CCN(C(=O)c2cc3ccccc3cc2OC)CC1 | 4% | 3.7µM* | 2%
O=C(C[n+]1ccncc1)c1ccc2ccccc2c1 | 1% | -14% | /
CSc1ccc(C=NNc2ccc(S(=O)(=O)Nc3ccccc3C(=O)O)cc2[N+](=O)[O-])cc1 | -5% | 20% | ?
NC(=O)c1cc(N2C(=O)C3CC=CCC3C2=O)ccc1N1CCCCC1 (stereo unspecified) | 2% | 1% | -9%
COCCOc1ccc(C(F)(F)F)cc1NC(=O)COC(=O)C1=COCCO1 | 0% | 5% | -9%
Cc1onc(-c2ccccc2)c1C(=O)c1ccccc1 | -2% | 12% | -2%
OC[C@@H](O)[C@@H](O)CO | -2% | 7% | -7%
O=C(O)c1ccc([N+](=O)[O-])c(CS(=O)(=O)c2ccccc2)c1 | -3% | -1% | -2%
O=C(NCCc1ccccc1)N1CCCC(CNS(=O)(=O)Cc2ccccc2)C1 (stereo unspecified) | 5% | 2% | 1%
O=C(COC(=O)c1ccncc1)Nc1ccc2c(c1)OCO2 | 1% | 3% | -10%
O=C(COC(=O)c1ccccc1)Nc1ccc(Cl)cn1 | -10% | -1% | -2%
CN(C)c1ccc(/C=C/c2nc(-c3ccccc3O)n(-c3ccccc3)n2)cc1 | -14% | 16µM* | -14%
